Compound activity from PubChem BioAssay.
IEC-6 cytotox – counter-screen for KLF5 inhibitors: cytotoxicity in IEC-6 cells; inhibition, % at 5 µM; IEC-6 cytotoxicity, luminescence viability; AID 1825; 290,000 tested, 0.78% active; in the data active means inhibition above about 22%;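 further: 0% = plate median of test compound wells and 100% = cytotoxic reference compound wells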
AI-2 QS mod – modulates the Vibrio harveyi AI-2 quorum sensing system. Vibrio harveyi JMH597 AI-2 luminescence/OD600 ratio, 9 h; hits give low values; strain lacks LuxN and CqsS sensors; 0 = neutral-control median. activity change, % at 7.5 µM. 300,000 tested, 0.4% active. AID 2094; in the data active means activity change below about -75%, passing the limit was not always enough;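 further: luminescence divided by OD600 gain over 9 h not by final OD600 alone; inactives centre near 13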
HSF1 activator – increases HSF-1 driven luciferase reporter signal; NIH3T3-HGL HSF-1 luciferase reporter, MG132, 8 h; 100% = twice DMSO control signal; activation, % at 9 µM; 300,000 tested, 1.7% active; AID 504408;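 active means mean replicate activation of at least 50% with a set share of replicates each reaching 50%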;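 further: 0% = median of the neutral control wells and 100% = twice that signal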
PolyA inhibitor – blocks polyadenylation in yeast reporter cells | S. cerevisiae SKY197-pL101 polyadenylation reporter, beta-gal luminescence; efflux-impaired pdr1/pdr3 knockout yeast; score 100 = 6 SD above DMSO | calls only at 12 µM | 300,000 tested, 0.02% active;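 active means lowest replicate activity score at least 50, where 100 means six control SD above control mean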;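 further: yeast exposed to compound for 9 h at 30 °C; higher score means more reporter readthrough which indicates perturbed polyadenylation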
GSK3 alpha inh – human GSK-3 alpha kinase inhibition; ADP-Glo luminescence, 60 min; inhibition, % at 10 µM; 320,000 tested, 0.1% active; P49840;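 in the data active means inhibition above about 50%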;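 further: GST-tagged GSK-3 alpha with peptide substrate and 25 µM ATP; 0% = DMSO neutral wells and 100% = GW8510 positive control wells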
Target sequence (P49840 whole entry, looked up): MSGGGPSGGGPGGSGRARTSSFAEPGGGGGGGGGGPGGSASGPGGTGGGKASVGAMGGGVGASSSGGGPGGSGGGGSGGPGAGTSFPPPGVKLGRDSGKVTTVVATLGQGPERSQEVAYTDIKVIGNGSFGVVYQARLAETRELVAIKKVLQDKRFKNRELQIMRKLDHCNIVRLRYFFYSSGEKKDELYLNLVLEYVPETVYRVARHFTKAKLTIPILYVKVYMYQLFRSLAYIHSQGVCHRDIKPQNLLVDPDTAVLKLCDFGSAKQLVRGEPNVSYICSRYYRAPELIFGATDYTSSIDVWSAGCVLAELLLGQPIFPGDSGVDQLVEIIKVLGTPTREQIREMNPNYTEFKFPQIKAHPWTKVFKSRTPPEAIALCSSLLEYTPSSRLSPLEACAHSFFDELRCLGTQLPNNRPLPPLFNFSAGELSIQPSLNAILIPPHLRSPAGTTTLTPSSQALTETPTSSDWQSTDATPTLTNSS
HSP90 inh – inhibitors of HSP90 luciferase refolding in rabbit reticulocyte lysate; luciferase refolding luminescence, 3 h; inhibition, % at 5.6 µM; 290,000 tested, 0.91% active; AID 1789;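 active means inhibition above the screen-wide mean plus 3 SD, computed separately per campaign, cut at about 16% in these data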;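 further: 0% = DMSO wells and 100% = 60 µM geldanamycin wells; inhibitors lower the luminescence because luciferase stays unfolded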
GSK3beta inhib – inhibitors of human GSK3beta kinase; GST-GSK3beta kinase, ADP-Glo luminescence, 60 min; hits give low values; activity score (negative = inhibition), % at 10 µM; P49841; 300,000 tested, 0.038% active; AID 2097;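 active means more than half of replicate wells score below -50%, meaning over 50% inhibition versus plate controls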;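 further: 0% = median DMSO wells and -100% = median GW8510 positive control wells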
Target sequence (P49841 whole entry, looked up): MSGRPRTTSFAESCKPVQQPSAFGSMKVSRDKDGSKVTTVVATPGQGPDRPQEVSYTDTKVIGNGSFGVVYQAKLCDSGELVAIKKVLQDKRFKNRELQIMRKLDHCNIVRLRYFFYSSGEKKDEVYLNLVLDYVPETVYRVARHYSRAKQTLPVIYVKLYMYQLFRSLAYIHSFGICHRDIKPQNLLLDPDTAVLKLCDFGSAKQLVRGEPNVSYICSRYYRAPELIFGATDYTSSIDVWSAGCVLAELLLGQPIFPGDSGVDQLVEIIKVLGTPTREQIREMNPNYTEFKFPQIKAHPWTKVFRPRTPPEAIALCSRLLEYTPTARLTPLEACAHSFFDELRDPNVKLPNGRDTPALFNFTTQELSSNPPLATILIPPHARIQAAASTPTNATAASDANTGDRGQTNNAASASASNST
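test system = GST-tagged human GSK3beta kinase, cell-free | reagent = 25 µM ATP with peptide substrate | dosing = one dose of 10 µM per compound | schedule = 60 min reaction, RT | detection = luminescent ADP-Glo measurement of ADP formed | control set = DMSO neutral wells and GW8510 at 20 µM as positive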
KLF5 inh – suppresses KLF5 promoter-driven expression; DLD-1 KLF5 promoter-luciferase reporter, luminescence; inhibition, % at 5 µM; 290,000 tested, 0.23% active; AID 1700;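 active means inhibition above a per-plate limit of that plate's mean compound inhibition plus 3 SD, cut at about 60% in these data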;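 further: 0% = DMSO wells and 100% = LY294002 at 200 µM; higher means less KLF5 promoter-driven luciferase light; inactives centre near -14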
HSF1 inh – HSF1 inhibition | AID 2098 | 300,000 tested, 0.77% active | NIH3T3-HGL HSE-luciferase, MG132-induced, luminescence 8 h; hits give low values | activity change, negative = inhibition, % at 7.5 µM (by protocol);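 active means more than half of replicate wells show activity change below -50%, luminescence cut by over half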;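 further: luciferase reports HSF-1 transcriptional activity via heat shock element; 0% = median of DMSO wells and -100% = zero luminescence signal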
aSyn 5UTR inh – 5' untranslated region of α-synuclein, MLPCN primary screen; inhibition, % (tested at 7.5 µM); AID 1813; alpha-synuclein 5'UTR reporter, inhibitor activity; 300,000 tested, 0.82% active; in the data active means inhibition above about 60%;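 further: H4 neuroglioblastoma cells stably carrying SNCA 5'UTR luciferase fusion; 0% = DMSO wells and 100% = positive control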
* marks the source's active call; other numbers are inactive results; i = inactive; x = not tested or not shown. A portion of the library (hit frequency here may not be typical).

SMILES	IEC-6 cytotox	AI-2 QS mod	HSF1 activator	PolyA inhibitor	GSK3 alpha inh	HSP90 inh	GSK3beta inhib	KLF5 inh	HSF1 inh	aSyn 5UTR inh
O=C(c1ccco1)N1CCN(Cc2nnc(-c3cccc(Cl)c3)o2)CC1	3	x	11	i	-2	-3	x	-7	12	6
O=C(Nc1ccc(SC(F)F)cc1)c1ccccc1F	5	-32	-48	i	-2	-1	-1	-195	-29	6
Cc1ccc(NC(=O)c2nc[nH]c2C(=O)N[C@@H](C)C(=O)OC(C)(C)C)cc1	x	2	-17	i	-1	x	-1	x	4	22
Cc1noc(/C=C/N(C)C)c1S(=O)(=O)N1CCN(c2ccccc2)CC1	6	21	-54	i	3	0	2	-23	-41	7
Cc1cccc(C)c1NC(=O)C(c1ccccc1)N1CC(=O)Nc2ccccc21 (stereo unspecified)	4	5	8	i	6	3	1	2	6	-9
CC(=O)c1sc2nc(C)cc(C)c2c1N	0	25	-17	x	1	-2	-1	-40	0	22
O=C(O)CCC(=O)N1N=C(c2ccccc2)CC1c1cccs1 (stereo unspecified)	1	3	-14	i	-2	-3	-8	-33	-9	5
COc1cc(NC(=O)C2CC(c3cccc(Br)c3)=NO2)cc(OC)c1OC (stereo unspecified)	7	x	23	i	-2	-4	x	-9	3	1
COc1ccccc1OCCOc1ccc(/C=C2\C(=N)N3N=C(C)SC3=NC2=O)cc1	-5	x	-6	i	0	3	x	-42	-8	-2
CCCC(=O)N1CCC(Cc2ccccc2)CC1	-6	18	1	i	-1	-1	-1	-29	-4	5
COc1ccc(CN(C(=O)c2cccc(OC)c2)C2CCS(=O)(=O)C2)cc1 (stereo unspecified)	0	18	10	i	-1	-5	-1	-19	-4	-19
CSCCC(NS(=O)(=O)c1ccc(C)cc1)C(=O)Nc1ccc(C)cn1 (stereo unspecified)	x	17	-4	i	1	x	7	x	1	-1
CC1CCCN(S(=O)(=O)c2csc(C(N)=O)c2)C1 (stereo unspecified)	-7	24	1	i	0	-3	1	-1	-2	12
CSc1n[nH]c(NC2=CC(=O)CCC2)n1	0	16	13	i	x	4	1	-2	-2	-2
COC(=O)C(NC(=O)c1cccnc1Cl)C(C)C (stereo unspecified)	-12	10	-5	i	0	-1	0	-33	-5	-7
NC(=O)Cn1cc(/C=N\NS(=O)(=O)c2ccc(Cl)cc2)c2ccccc21	7	4	-10	i	0	-4	3	-21	-4	2
O=C(Nc1ccc(F)cc1)c1cccnn1	2	15	-14	i	-5	-3	0	-18	-6	-25
COCCn1c(SCC(=O)N2CCCCCC2)nc2c([nH]c3ccccc32)c1=O	-4	28	-7	i	0	-1	0	-53	-5	9
CC(=O)Nc1ccccc1N(C)S(=O)(=O)c1ccc(C)cc1	2	32	-9	i	-3	-3	0	7	-4	-14
O=C(N/N=C\c1cccnc1)c1cc(-c2ccc(Cl)s2)[nH]n1	2	-1	-13	i	-1	-1	5	-30	-5	-11
Cc1cc(NC(=O)C2CCCC2)nc2c1c(=O)oc1ccccc12	-8	-5	-5	i	-1	-2	1	-8	-3	-11
O=C(Nc1ccc(Cl)cc1)OCc1cn(-c2ccccc2)nn1	7	9	6	i	-1	1	-2	12	6	-32
CCOC(=O)c1c(C)n2c3c(cc(C)cc13)CCC2	9	9	11	i	x	0	3	-12	-14	8
O=C(N/N=C/c1ccsc1)c1ccccn1	2	21	16	i	-2	7	0	-134	18	-92
Cc1ccc(NC(=O)COC(=O)CCc2ccccc2)c(Cl)c1	-2	14	-9	i	-1	-2	2	-19	-11	8
COc1ccc(CN2CCN(C(=O)c3cc(OC)c(OC)c(OC)c3)CC2)cc1OC	6	2	5	i	-4	0	1	-26	-6	-14
Fc1ccc(-c2csc3[n+]2CCS3)cc1	4	3	-17	i	-5	0	4	-12	-1	2
CCCN(CC(=O)Nc1ccc(C)cc1Br)CC(=O)Nc1ccc(F)c(F)c1F	0	9	27	i	0	5	1	-21	6	-6
COc1cc(C(=O)Nc2nc(OC)c(-c3ccccc3)c(OC)n2)cc(OC)c1OC	0	16	-10	i	-5	-1	5	-13	-2	30
CCOc1ccc(NC(=O)COC(=O)c2cc([N+](=O)[O-])ccc2N2CCOCC2)cc1	x	28	-15	i	-3	x	3	x	-12	17
C/C(=N\NC(=O)c1cccc(S(=O)(=O)N2CCCC2)c1)c1ccc(C)cc1	x	24	1	i	-3	x	1	x	-1	6
O=C(NCc1ccccc1Cl)C1CCN(S(=O)(=O)N2CCCC2)CC1	1	3	-75	i	-1	1	-5	-17	-69*	4
Cc1ccccc1-n1cc[nH]c1=S	5	-3	x	x	-1	-2	3	-21	x	x
Cc1ccnc(NC(=O)CN2C(=O)c3ccccc3S2(=O)=O)c1	x	12	-10	i	35	x	-18	x	-1	-1
CN(CCC#N)C(=O)COC(=O)c1ccccc1C(=O)c1ccc(Cl)c([N+](=O)[O-])c1	-4	40	16	i	2	1	-1	-9	14	-15
Cc1nc(CNS(=O)(=O)c2ccccc2F)cs1	3	26	-2	i	0	8	-3	8	-5	5
O=C(NCc1ccco1)c1c(F)cccc1Cl	-1	8	-20	i	0	-1	0	-8	-16	10
Cc1ccc2[nH]c(=O)c(CN(Cc3cccs3)Cc3nnnn3Cc3ccccc3)cc2c1	-4	18	71*	i	-6	-2	-2	-18	24	6
Cc1ccc(CNC(=O)CSc2c3c(nc4ccc(Cl)cc24)CCCC3)o1	0	8	120*	i	-1	4	0	-1	69	-34
C[N+]1(C)CCC(=C2c3ccccc3CC(=O)c3sccc32)CC1	-1	2	0	i	-1	4	1	-4	1	-17
O=C(CN1CCN(c2ccccc2F)CC1)NCc1ccccc1	-6	31	0	i	0	-2	0	0	5	-11
COc1ccc(OCC(=O)Nc2cccc(NC(=O)c3ccco3)c2)cc1	-2	-26	22	i	-2	2	-1	-18	5	-18
O=C(COC(=O)CCc1c[nH]c(=O)[nH]1)Nc1ccccc1Cl	0	10	-1	i	-1	-3	1	-27	-1	5
O=C1CC(/C=C/c2ccccn2)=Nc2ccccc2N1	6	7	4	i	2	5	-4	-35	3	-14
COC(=O)c1ccccc1CSc1nsc(C)c1C#N	6	12	0	i	-2	2	4	-1	1	17

Next section; the last 7 above are carried over.
SMILES	IEC-6 cytotox	AI-2 QS mod	HSF1 activator	PolyA inhibitor	GSK3 alpha inh	HSP90 inh	GSK3beta inhib	KLF5 inh	HSF1 inh	aSyn 5UTR inh
Cc1ccc(CNC(=O)CSc2c3c(nc4ccc(Cl)cc24)CCCC3)o1	0	8	120*	i	-1	4	0	-1	69	-34
C[N+]1(C)CCC(=C2c3ccccc3CC(=O)c3sccc32)CC1	-1	2	0	i	-1	4	1	-4	1	-17
O=C(CN1CCN(c2ccccc2F)CC1)NCc1ccccc1	-6	31	0	i	0	-2	0	0	5	-11
COc1ccc(OCC(=O)Nc2cccc(NC(=O)c3ccco3)c2)cc1	-2	-26	22	i	-2	2	-1	-18	5	-18
O=C(COC(=O)CCc1c[nH]c(=O)[nH]1)Nc1ccccc1Cl	0	10	-1	i	-1	-3	1	-27	-1	5
O=C1CC(/C=C/c2ccccn2)=Nc2ccccc2N1	6	7	4	i	2	5	-4	-35	3	-14
COC(=O)c1ccccc1CSc1nsc(C)c1C#N	6	12	0	i	-2	2	4	-1	1	17
Cc1cc(N2CCCCC2)n2ncc(-c3ccc(Cl)cc3)c2n1	-5	20	-46	i	1	7	-1	-13	-38	-181
CCc1ccc(NC(=O)C(=O)NNC(=O)c2ccc(OC)cc2)cc1	2	14	8	i	1	2	0	-6	6	-4
CC1CCN(C(=O)COc2ccccc2F)CC1	1	8	10	x	-2	7	2	23	5	-17
O=C(COc1ccc(Cl)cc1Cl)Nc1nnc(C2=COCCO2)o1	1	-4	3	i	2	-1	3	-4	-4	-4
C[C@H](NC(=O)c1nc[nH]c1C(=O)N[C@@H](Cc1ccccc1)C(=O)OC(C)(C)C)c1ccccc1	-6	37	3	i	-2	7	1	1	2	21
CCCN(C(=O)c1ccccc1N)c1c(C)n(C)n(-c2ccccc2)c1=O	6	5	2	i	0	6	3	0	-5	-20
CC(NC(=O)C1CSC2(C)CCC(=O)N12)c1ccccc1Cl (stereo unspecified)	x	14	-7	i	-2	x	-1	x	-1	5
Cn1c(=N)n(CC(=O)c2ccc(F)cc2)c2ccccc21	8	-7	13	i	0	7	0	61	-1	76*
COc1cc(C(=O)OCc2ccc(C)cc2)cc(NC(=O)c2cccs2)c1OC	-7	10	6	i	-3	1	0	-4	9	7
S=C(NCCc1ccccc1)NC1CC2CCC(C1)N2Cc1ccccc1 (stereo unspecified)	8	-9	15	i	1	5	-4	1	-2	-4
Cc1[nH]c(=O)[nH]c(=O)c1NC(=O)c1sc2nc3c(C)cccc3cc2c1N	4	18	8	i	x	-1	-3	-13	-8	-30
